High-throughput results (PubChem)
CTSL1 counter: counter-screen for PFM18AAP inhibitors: inhibitors of F. hepatica cathepsin L1 | recombinant F. hepatica cathepsin L1, Z-Leu-Arg-MCA fluorescence | inhibition, % at 5.96 µM | 0.49% of 300,000 active;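 active = inhibition above the mean of all tested compounds plus 3 SD, set per screening campaign, cut at about 17% in these data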;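 note: 0% = plate median of test compound wells and 100% = 1 µM Z-Phe-Ala-diazomethylketone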
Efflux pump inh: antifungal efflux pump inhibition, Nile Red retention; inhibition, % at 10 µM; S. cerevisiae Candida pump triplex; 0.44% of 330,000 active;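 active = plate passing quality check with inhibition over a set limit, or well fluorescence over plate mean plus 4 SD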;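 note: Nile Red retained in pooled yeast measured as flow cytometry median fluorescence; 0% = buffer negative control and 100% = Enniatin B positive control; higher means more Nile Red kept so more efflux inhibition; some compounds called inactive have numbers as strong as hits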
PP1 inh: PP1-alpha (human) inhibition in PP5 counter-screen; P62136; purified PP1alpha, OMFP fluorescence; inhibition, % at 6.7 µM; 0.9% of 320,000 active;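 active = inhibition above the mean inhibition of all tested compounds plus 3 SD, computed separately for each screening campaign, cut at about 15% in these data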
Target sequence (P62136 whole entry, looked up): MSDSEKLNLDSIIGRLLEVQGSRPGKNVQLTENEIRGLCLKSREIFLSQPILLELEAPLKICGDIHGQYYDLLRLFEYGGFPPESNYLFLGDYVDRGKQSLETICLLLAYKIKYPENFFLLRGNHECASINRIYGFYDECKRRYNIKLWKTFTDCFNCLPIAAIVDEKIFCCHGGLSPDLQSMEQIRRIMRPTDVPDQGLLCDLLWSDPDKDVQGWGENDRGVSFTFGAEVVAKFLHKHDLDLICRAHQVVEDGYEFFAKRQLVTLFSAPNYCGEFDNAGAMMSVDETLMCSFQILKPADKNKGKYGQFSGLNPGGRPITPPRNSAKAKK
TPT1 inhibitor: blocks Candida albicans tRNA 2'-phosphotransferase | recombinant caTPT1, FP RNA substrate dephosphorylation | inhibition, % at 5 µM | 0.81% of 300,000 active | AID 1962;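 active = inhibition above the mean of all tested compounds plus 3 SD, set per screening campaign, cut at about 24% in these data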;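 note: plate controls were DMSO alone for no effect and ferristatin control at 100 nM for full effect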
PP5 primary: blocks human protein phosphatase 5 activity | P53041 | purified PP5c, OMFP substrate fluorescence | inhibition, % at 6.7 µM | 0.18% of 320,000 active | AID 1987;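 active = inhibition above the campaign's mean inhibition across all tested compounds plus 3 SD, cut at about 9.5% in these data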;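 note: 0% = DMSO only and 100% = 100 µM cantharidin control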
Target sequence (P53041 whole entry, looked up): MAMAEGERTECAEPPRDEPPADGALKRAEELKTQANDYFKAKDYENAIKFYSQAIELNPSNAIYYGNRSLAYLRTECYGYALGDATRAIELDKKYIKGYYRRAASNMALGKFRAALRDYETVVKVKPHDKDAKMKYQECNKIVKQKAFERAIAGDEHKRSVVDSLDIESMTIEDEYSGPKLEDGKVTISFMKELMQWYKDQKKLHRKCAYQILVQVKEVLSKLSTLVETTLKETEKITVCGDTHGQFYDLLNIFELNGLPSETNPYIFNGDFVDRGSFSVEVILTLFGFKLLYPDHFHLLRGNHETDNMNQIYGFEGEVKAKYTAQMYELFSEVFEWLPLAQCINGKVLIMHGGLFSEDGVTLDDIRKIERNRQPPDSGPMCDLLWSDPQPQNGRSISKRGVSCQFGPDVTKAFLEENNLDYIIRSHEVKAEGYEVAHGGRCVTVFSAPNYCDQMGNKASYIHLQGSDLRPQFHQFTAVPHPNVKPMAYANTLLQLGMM
ZTA counter: counter-screen for EBNA-1 inhibitors: inhibitors of Epstein-Barr virus ZTA; inhibition, % at 11 µM; P03206; 0.15% of 320,000 active; ZTA-DNA binding, fluorescence polarization; AID 2234; in the data active = inhibition above about 33%
Target sequence (P03206 whole entry, looked up): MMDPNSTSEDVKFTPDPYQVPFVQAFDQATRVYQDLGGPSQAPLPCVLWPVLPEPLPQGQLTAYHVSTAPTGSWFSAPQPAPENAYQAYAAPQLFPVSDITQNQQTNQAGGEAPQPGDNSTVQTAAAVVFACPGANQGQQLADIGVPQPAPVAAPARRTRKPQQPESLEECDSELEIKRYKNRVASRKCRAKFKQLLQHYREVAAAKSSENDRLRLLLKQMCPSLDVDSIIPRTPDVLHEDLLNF
PREPL inh: human PREPL enzyme inhibition | Q4J6C6 | recombinant PREPL, fluorescence polarization activity-based probe | inhibition, % at 5.96 µM | 0.68% of 320,000 active | AID 2751; in the data active = inhibition above about 43%;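 note: 0% = enzyme with DMSO and 100% = wells lacking enzyme; many of its hits are not listed in these tables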
HCV core dimer: blocks dimerization of HCV core protein. TR-FRET GST/Flag-core106 dimerization, 1536-well. inhibition, % at 5 µM. 0.33% of 300,000 active. AID 1899;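 active = inhibition above the mean of all tested compounds plus 3 SD, set per screening campaign, cut at about 45% in these data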
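Material: GST/Flag-tagged HCV core106 proteins. Incubation: 4 h, 22.5 °C incubation. Read-out basis: inhibition (%) from 671 over 617 nm ratio. Measured by: TR-FRET, excitation 340 nm, emission 617 and 671 nm.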
EBNA-1 inhibitor: blocks EBNA-1 binding to DNA. inhibition, % at 14.8 µM. EBNA-1 DNA binding, fluorescence polarization. 0.34% of 300,000 active; in the data active = inhibition above about 28%
An asterisk follows results filed as active; / = not tested or not shown; & = joins results of further samples.

Sample of the layout (3 entries):
SMILES | CTSL1 counter | Efflux pump inh | PP1 inh | TPT1 inhibitor | PP5 primary | ZTA counter | PREPL inh | HCV core dimer | EBNA-1 inhibitor
Cc1nnc(SCC(=O)N2CCOCC2)[nH]c1=O | -4.0 | 0.1 | 1.3 | 2.4 | 0.0 | -3.7 | -3.2 | -3.5 | -0.8
CCN(CC)CCCC(C)NC(=O)c1cc(=O)c2ccccc2o1 (stereo not drawn) | -1.4 | -0.1 | 1.8 | -0.3 | 0.0 | -9.5 | -0.3 | 2.8 | -4.2
Cc1ccc(O)c(C2=NCCNC(C(F)(F)F)=C2)c1 | 3.4 | 0.1 | -5.7 | 0.0 | 3.4 | -5.1 | 15.5 | -1.6 | 0.0

All compounds of this part, repeating the preview:
SMILES | CTSL1 counter | Efflux pump inh | PP1 inh | TPT1 inhibitor | PP5 primary | ZTA counter | PREPL inh | HCV core dimer | EBNA-1 inhibitor
Cc1nnc(SCC(=O)N2CCOCC2)[nH]c1=O | -4.0 | 0.1 | 1.3 | 2.4 | 0.0 | -3.7 | -3.2 | -3.5 | -0.8
CCN(CC)CCCC(C)NC(=O)c1cc(=O)c2ccccc2o1 (stereo not drawn) | -1.4 | -0.1 | 1.8 | -0.3 | 0.0 | -9.5 | -0.3 | 2.8 | -4.2
Cc1ccc(O)c(C2=NCCNC(C(F)(F)F)=C2)c1 | 3.4 | 0.1 | -5.7 | 0.0 | 3.4 | -5.1 | 15.5 | -1.6 | 0.0
Brc1ccc2c(c1)[C@H]1OCC[C@H]1[C@@H](c1cccs1)N2 | 4.5 | 0.1 | -4.8 | 1.1 | 0.3 | -4.9 | -5.3 | -0.6 | 3.9
COc1cc(S(=O)(=O)N2CCOCC2)ccc1NC(=O)CSc1nnc(N)s1 | -1.3 | 0.0 | -4.0 | 0.0 | -0.6 | -1.1 | -2.1 | -0.9 | -3.1
CC(=O)CC(=O)Nc1ccc(Cl)cn1 | 1.5 | -0.2 | -2.7 | -6.5 | -1.3 | 5.7 | 3.2 | -2.9 | -8.6
O=C(OCc1nc2ccccc2s1)c1cccc(N2C(=O)CCC2=O)c1 | -0.7 | 0.0 | -2.7 | 0.3 | -1.5 | 10.6 | 17.9 | 5.7 | 7.4
COCCN(Cc1nc(-c2ccc(-c3ccccc3)cc2)oc1C)C(C)C | 0.6 | 0.1 | -0.8 | 3.0 | 5.8 | -2.1 | 35.8 | 5.3 | -9.1
O=C(COC(=O)c1ccc(N2CCOCC2)c([N+](=O)[O-])c1)Nc1ccc2c(c1)OCO2 | -1.1 | 0.0 | -0.6 | 3.9 | 0.1 | 1.9 | 10.7 | -4.3 | 5.1
CCOC(=O)C1C(c2ccccc2)C(C(=O)OCC)S(=O)(=O)C(CCN(CC)CC)S1(=O)=O (stereo not drawn) | -1.7 | 0.0 | -2.2 | 0.8 | 3.3 | 0.3 | 2.1 | -2.0 | -15.0
CCCc1nc2ccccc2n1CC(O)COc1ccc(NC(C)=O)cc1 (stereo not drawn) | 4.0 | -0.2 | -4.5 | -2.6 | 0.5 | -12.0 | -10.8 | -12.1 | -12.1
Cc1ccc(C(=O)N2CCC(C(=O)c3c(C)cc(C)cc3C)CC2)cc1 | 4.8 | 0.1 | 1.9 | -0.4 | 3.1 | 2.5 | -0.5 | 10.4 | 5.1
O=C(O)CCn1nnc2ccccc21 | 2.3 | -0.1 | -0.1 | -1.9 | -0.2 | 8.2 | 4.4 | -2.1 | 0.0
Cc1noc(C)c1C1(O)CCCCCCCCCCC1 | -2.5 | 0.0 | 2.5 | 3.4 | 0.1 | -1.9 | -3.8 | -0.4 | 1.0
CCc1cc(=O)[nH]c(SCc2ccc(C)cc2)n1 | 2.2 | -0.1 | -3.0 | 1.0 | 1.7 | 9.8 | -1.2 | 16.0 | 2.4
CCN1C=C(Cc2ccc(F)cc2)C2=C(C1)C(c1ccc(F)cc1)C(C#N)=C(N)O2 (stereo not drawn) | 0.0 | -0.1 | 4.0 | -6.5 | 5.7 | -8.4 | 19.0 | 9.0 | 3.8
CN(C(=O)c1cccc(C#N)c1)c1nnc(C2CCCO2)s1 (stereo not drawn) | -0.3 | 0.0 | -0.8 | -2.6 | 1.3 | 110.4* | -1.2 | -6.2 | -2.3
CCOC(=O)/C=C1/SCC(=O)N1CC(=O)Nc1cccc(F)c1 | / | 0.2 | 0.7 | / | 2.2 | -5.8 | 1.2 | / | /
CC(=O)Oc1ccc2nc(-c3cccs3)oc(=O)c2c1 | -16.6 | -0.2 | -0.1 | -1.4 | 1.3 | 10.7 | -1.0 | 1.5 | -4.1
O=C(Nc1ccc(Br)cc1)c1ccccc1CC[N+](=O)[O-] | 5.5 | -0.1 | 1.0 | -1.9 | 4.1 | -9.4 | 15.6 | -3.5 | 1.9
CC(C)CCNC(=O)c1onc(CSc2ccccn2)c1C(=O)NCCC(C)C | 1.2 | 0.6* | 3.9 | 0.0 | 7.5 | -9.7 | 10.6 | -4.3 | 6.5
O=C(c1ccc(Cl)c([N+](=O)[O-])c1)N1CCN(C(=O)c2ccco2)CC1 | -4.3 | 0.3 | -1.6 | -1.1 | -1.1 | 2.5 | 3.7 | 8.7 | -6.7
COc1ccc(NC(=O)C(Cc2ccccc2)n2cccc2)cc1 (stereo not drawn) | 1.7 | -0.1 | -4.4 | -1.3 | 1.3 | 12.4 | -1.4 | 4.2 | 8.4
CC1(C)CC(=O)C(N=Nc2cc(Cl)c(Cl)c(Cl)c2)=C(O)C1 | 5.2 | 0.0 | 0.7 | -5.2 | -0.1 | -9.4 | -1.6 | -2.2 | 0.6
COc1ccc(S(=O)(=O)Nc2cc(C)nn2-c2ccccc2)cc1 | -3.0 | -0.1 | 2.1 | -6.7 | 1.0 | -2.8 | 2.6 | -1.2 | -3.1
C=CCn1c(SCc2cc(=O)n3ccsc3n2)nc2sc(C)c(C)c2c1=O | -0.1 | -0.1 | 0.6 | 0.3 | 3.1 | -3.9 | 8.0 | 38.9 | 7.4
CC(=O)O[C@H]1C[C@@]2(C)[C@@H](C[C@@H](O)[C@H]3[C@@]4(C)CC[C@@H](O)[C@@H](C)[C@@H]4CC[C@@]32C)/C1=C(\CCC=C(C)C)C(=O)O | -0.4&2.1 | 0.1&-0.2 | 0.6&0.2 | -2.5&-0.7 | 3.5&-1.4 | -11.7&2.7 | 2.5&-1.1 | 17.4&0.0 | -0.1&3.8
O=C1C=CC(=O)N1c1ccc(Sc2ccc([N+](=O)[O-])cc2)cc1 | -2.7 | 0.5 | -2.5 | -2.4 | 0.7 | -8.0 | 2.9 | 11.4 | -5.5
Cc1csc(=O)n1CC(=O)OCc1nnc(-c2ccc([N+](=O)[O-])cc2)o1 | / | -0.2 | -4.0 | / | 1.5 | 9.6 | 4.1 | / | /
Nc1cc(C(=O)O)c(Oc2ccc(Cl)cc2Cl)cc1C(=O)O | -3.4 | -0.3 | 0.1 | -0.5 | 0.3 | -13.9 | -4.5 | -12.9 | -7.3
CCC(C)[C@H](NC(=O)NC1CCN(Cc2ccccc2)CC1)C(=O)OC (stereo partly drawn) | 5.4 | 0.2 | -2.8 | -0.6 | -0.1 | 18.2 | 0.4 | 18.6 | 9.9
CC1CCCN(C(=O)CSc2nnc(-c3cccs3)o2)C1 (stereo not drawn) | -4.9 | 0.1 | 2.2 | 0.3 | 0.7 | 8.1 | -5.4 | 0.6 | -2.2
CCOC(=O)C1CCN(S(=O)(=O)c2cc(C(=O)N3CCCCC3)ccc2OC)CC1 | -2.8 | 0.3 | -3.0 | -1.7 | -1.6 | -8.6 | 7.3 | -9.2 | -10.7
CCCCCC1(C)NC(=S)N(c2ccccc2)N1 (stereo not drawn) | 2.1 | 0.0 | 4.5 | 2.2 | -0.3 | 13.3 | 0.6 | -0.3 | -8.5
COc1ccc(-c2n[nH]c(=S)n2-c2ccccc2C)cc1OC | -9.3 | 0.0 | -1.4 | 0.1 | 3.3 | 19.0 | 4.0 | 5.0 | 3.5
COc1ccc(C(CNc2nc(-c3cccnc3)nc3ccccc23)N(C)C)cc1 (stereo not drawn) | 3.0 | -0.1 | 3.6 | 4.5 | 0.3 | -11.8 | 37.0 | 4.2 | -0.9
S=C(NCCc1ccccn1)Nc1ccc(Cl)cc1Cl | -2.2 | -0.1 | -3.5 | -0.3 | -1.1 | -5.4 | -16.4 | 5.0 | 4.2
COc1ccc(NC(=O)C2CCN(S(=O)(=O)c3cccc4cccnc34)CC2)cc1 | -2.4 | -0.2 | -3.9 | -0.2 | -0.4 | -4.8 | 5.5 | -2.4 | 6.6
COc1ccc(NC(=O)c2sccc2C)c([N+](=O)[O-])c1 | 2.2 | 0.0 | -3.0 | -2.0 | 1.5 | -7.7 | 7.9 | -3.9 | -3.7
Cc1cc(C)nc(SCC(=O)Nc2ccc(S(=O)(=O)Nc3ncccn3)cc2)n1 | -5.7 | 0.0 | -2.0 | -0.1 | -1.7 | 11.2 | 2.4 | 7.3 | 4.5
CC(=O)c1cccc(N(C(=O)c2ccco2)C(C(=O)NC2CCCC2)c2cccs2)c1 (stereo not drawn) | -2.8 | 0.0 | 3.6 | -3.0 | 2.6 | -10.5 | -3.4 | -5.7 | 0.7
CCCc1cc(=O)n2c([nH]c3ccccc32)c1C#N | -1.7 | -0.1 | -1.4 | 1.3 | 0.8 | 9.9 | 6.9 | -7.4 | 5.2
O=C(NC1CCCCC1)NC12CC3CC(CC(C3)C1)C2 | -2.0 | -0.1 | -1.8 | -0.7 | 1.7 | 5.3 | 1.0 | 2.5 | 5.5
CCC(=O)Nc1cc2c3c(c1)CCN3C(=O)CC2 | 4.0 | -0.1 | -4.0 | 0.3 | 0.4 | -1.9 | 16.2 | 8.8 | 7.1
O=C(CCn1c(=S)oc2ccccc21)Nc1ccc2c(c1)OCCO2 | -1.2 | -0.2 | 2.6 | -4.9 | 3.9 | -4.6 | 8.5 | 1.7 | 3.5
COc1ccc(CCC(=O)Nc2ccc(S(=O)(=O)Nc3ncccn3)cc2)cc1 | / | 0.1 | 0.1 | / | 0.0 | 3.4 | 4.1 | / | /
CC(C)NS(=O)(=O)c1cc(F)ccc1CN1C(=O)c2cccnc2C1=O | 9.3 | -0.1 | -1.1 | -3.5 | 1.3 | 7.1 | -7.2 | 4.7 | 3.6
COc1cccc(CNC(=O)Cn2ccc3cc(S(=O)(=O)N4CCCC4)ccc32)c1 | 2.9 | -0.1 | -5.3 | -3.3 | -0.7 | -3.3 | 8.5 | -3.5 | 0.2
O=C(NCCN1CCCC1=O)Nc1ccccc1 | -3.5 | 0.0 | -0.6 | 0.8 | -1.5 | -1.2 | -2.5 | -5.4 | -16.3
O=C1NC(=Nc2ccccc2Cl)S/C1=C\c1cc([N+](=O)[O-])ccc1O | 0.7 | 0.0 | 7.3 | 87.8* | 2.6 | 26.4 | 10.1 | 18.6 | 0.0

Continuation.
SMILES | CTSL1 counter | Efflux pump inh | PP1 inh | TPT1 inhibitor | PP5 primary | ZTA counter | PREPL inh | HCV core dimer | EBNA-1 inhibitor
Cc1ccc(N2C(=O)C3C(c4ccccc4)(C2=O)C3(c2ccccc2)c2ccccc2)cc1 (stereo not drawn) | -0.7 | 0.4 | 4.0 | -0.2 | 2.4 | -14.0 | -2.2 | 5.9 | -1.2
N#C/C(=C\c1c(Cl)cccc1Cl)c1nn(-c2ccccc2)c(-n2cccc2)c1C#N | -2.0 | 0.0 | 2.5 | 1.8 | 2.6 | -6.0 | -6.1 | 9.4 | -4.6
CN1CCN(CC(O)COc2ccc(C(=O)O)cc2)CC1 (stereo not drawn) | -3.5 | 0.1 | -1.9 | -1.9 | -0.1 | -6.4 | -2.6 | 2.0 | 0.8
CCOC(=O)c1c(NC(=O)c2ccccc2N(C)S(=O)(=O)c2ccccc2)sc2c1CCCC2 | 0.6 | 0.1 | 2.8 | -1.1 | 3.5 | 3.4 | -5.2 | 15.3 | 9.0

These rows are one share of the data, so the mix of outcomes need not match the whole.
